HSF-1 GFP decrease: decrease of heat-induced HSF-1 GFP reporter, dose response, NIH3T3 R4 cells, GFP/RFP, cherry-pick, set 3 (AID 493083) | NIH3T3 R4 HSF-1 GFP reporter, heat shock, 48 h | activity change, negative = inhibition, % at the top dose, mostly 19.5 µM; hits show AC50 in µM | 2,400 compounds, 4% hits;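 active = compounds lowering signal whose fitted AC50 is at most ten times the top tested dose; inconclusive = flat fit with moderate inhibition, or poor curve fit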;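 note: 0% = neutral control wells and -100% = didemnin B positive control; many of its hits are not listed in these tables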
Active calls of the source: *; u = inconclusive. Not all compounds are listed; the hit share may differ from the screen's.

Sample of the layout, two compounds:
SMILES | HSF-1 GFP decrease
Cc1nn(-c2ccccc2Cl)c(Cl)c1/C=N/Nc1nc2ccccc2s1 | 9%
NC(=O)c1ccc[n+](CC(=O)OCCC23CC4CC(CC(C4)C2)C3)c1 | 2%

The listing, from the start:
SMILES | HSF-1 GFP decrease
Cc1nn(-c2ccccc2Cl)c(Cl)c1/C=N/Nc1nc2ccccc2s1 | 9%
NC(=O)c1ccc[n+](CC(=O)OCCC23CC4CC(CC(C4)C2)C3)c1 | 2%
CCOc1ccc(CNC(=O)c2ccc3nc(N4CCOCC4)sc3c2)cc1 | -2%
Cc1nn(C(C)C(=O)NCCCc2ccccc2)c(=O)c2cc3occc3n12 (configuration not stated) | 2%
Cc1ccc(N2CC(C(=O)Nc3nnc(SCCN4CCOCC4)s3)CC2=O)cc1 (configuration not stated) | -10%
CC(C)CCNC(=O)Cn1cc2c(n1)CCCCC2 | -5%
NNC(=O)c1ccc(O)cc1O | 2%
COC(=O)N/N=C/c1ccc(/C=N/NC(=O)OC)cc1 | 3%
CCOC(=O)c1ccc(Cl)c(NC(=O)c2cccnc2)c1 | -7%
COc1ccc(CCNC(=O)c2ccc(N(C)S(=O)(=O)c3ccc(C)cc3)cc2)cc1 | 7%
Cc1ccc(-c2csc(NC(=O)c3ccc(S(=O)(=O)N4CCc5ccccc54)cc3)n2)cc1 | 17%
CC(OC(=O)c1nsc(Cl)c1Cl)C(=O)NCc1ccc2c(c1)OCO2 (configuration not stated) | -3%
Cc1nc(NCc2ccco2)c2c(C)c(C)sc2n1 | u
CC(=O)Nc1cccc(-n2c(=O)n(Cc3ccccc3)c(=O)c3[nH]cnc32)c1 | 11%
COc1ccc2[nH]c(=O)c(CN(Cc3cccnc3)S(=O)(=O)c3ccccc3F)cc2c1 | -8%
CCN1C(=S)SC(=O)C1=C1C=C(C)N(Cc2ccco2)C(C)=C1 | 143%
CN(Cc1nc(-c2ccccc2)no1)C(=O)c1ccc2c(c1)OCO2 | 3%
CCN(Cc1cc(=O)oc2cc(C)ccc12)c1ccccc1 | 28%
COc1ccc(CNC(=O)c2nnn(CC(=O)Nc3cc(C)cc(C)c3)c2N)cc1 | -4%
O=S1(=O)CC/C(=N\Nc2ccc(F)cc2)c2ccsc21 | 4%
Cc1cc(NC(=O)CSc2nnc(C)n2C)no1 | -9%
CCCCN(C(=O)COc1ccc(C)cc1OC)c1c(N)n(CCC)c(=O)[nH]c1=O | -7%
CCCN(CCC)S(=O)(=O)c1ccc(NC(=O)c2cc(C(=O)OC)cc([N+](=O)[O-])c2)cc1 | 8%
C=C(C)Cn1c(NCCC)nc2c1c(=O)n(C)c(=O)n2C | 5%
Cc1ccc(N(CC(=O)NC2CCCCC2)C(=O)CNC(=O)c2ccco2)c(C)c1 | -3%
CN1N=C2c3ccccc3CCC2C1c1ccc(C(F)(F)F)cc1 (configuration not stated) | 3%
Cc1ccc(S(=O)(=O)N2CCC(C(=O)NNC(=O)c3ccncc3)CC2)cc1 | 2%
O=C(CCl)Nc1cc(SCC(O)CO)cc([N+](=O)[O-])c1 (configuration not stated) | 5.7µM*
O=[N+]([O-])c1ccc(NCCOc2ccccc2Cl)nc1 | 1%
CC(C)CNC(=O)c1noc2c1CCCC2 | -6%
CCCN1C(=O)/C(=C\c2ccncc2)SC1=Nc1ccccc1 | 62%
Cc1ccc(C(c2sc3ncnn3c2O)N2CC(C)CC(C)C2)cc1 (configuration not stated) | 4%
O=C(CSc1nnc(CNC(=O)c2cccs2)o1)NCc1ccc(F)cc1 | -4%
CC1CN(C(=O)c2cc(S(=O)(=O)N(C)c3ccc(F)cc3)ccc2Cl)CC(C)O1 (configuration not stated) | 2%
CN(C)c1ccc(/C=C2\SC(=O)N(CCc3nnc(N)s3)C2=O)cc1 | 101%
CCCCNCCOCCOc1ccccc1-c1ccccc1 | 9%
CCn1c(C(=O)O)c(CC(=O)Nc2ccccc2OC)c2ccccc21 | -7%
COc1cc(CN2CCN(c3cccc(C)c3C)CC2)cc(OC)c1O | 2%
Cc1ccc(/C=C/C(=O)Nc2ccc(O)c3c(=O)cc(-c4ccccc4Cl)oc23)cc1 | -6%
O=[N+]([O-])c1cccc(CN2[C@@H](Cc3ccccc3)COCCS2(=O)=O)c1 | 11%
CC(C)n1cc(CN2CCCC(CNS(=O)(=O)c3cccc4cccnc34)C2)cn1 (configuration not stated) | 3%
Cc1cc([N+](=O)[O-])ccc1NC(=O)CCC(=O)N1CCCCC1 | 3%
N#CCc1ccc(NC(=O)Nc2cccc3ccccc23)cc1 | -3%
Cc1cccc(N2CCN(C(c3ccccc3)c3nnnn3CC3CCCO3)CC2)c1C (configuration not stated) | 5%
COc1cc(NC(=O)c2cc3cccc(OC)c3o2)cc(C(=O)Nc2cccc(C(F)(F)F)c2)c1 | -11%
O=C1c2ccccc2C(O)N1c1ccccc1 (configuration not stated) | -1%
CC(C)Sc1nc2sccc2c(=O)n1-c1ccccc1 | -1%
CC(=O)C1C(=O)c2c(cccc2[N+](=O)[O-])C1=Nc1ccc(S(N)(=O)=O)cc1 (configuration not stated) | 2%
O=C(NN=C1CCC(c2ccccc2)CC1)c1cc2c(s1)CCCC2 (configuration not stated) | -6%
O=C1CCCN1CCC1CCN(C(=O)Nc2ccccc2)CC1 | -1%
CNC(=O)NC(=S)NC(=O)c1ccccc1Cl | -10%
COc1ccc(CCNC(=O)CN2CCN(Cc3ccccc3F)C2=O)cc1OC | -1%
COc1cc(NC(=O)c2cccs2)c(C(=O)OCC(=O)c2cc(C)n(-c3ccc(F)cc3)c2C)cc1OC | -3%
CC(=O)C1=C(O)C(=O)N(c2ccc(C)cc2)C1c1ccccn1 (configuration not stated) | -4%
CCn1cc(CN2CCC(C(=O)Nc3cccc(-c4cccc(Cl)c4)c3)CC2)c(C)n1 | 4%
Nn1cnnc1N/N=C/c1ccc(Cl)c([N+](=O)[O-])c1 | 0%
Cc1ccc(C)c2[nH]c(=O)c(CCNC(=O)C(C)(C)C)cc12 | -1%
O=C(N/N=C/c1ccccc1Cl)c1n[nH]c2c1CCCC2 | -6%
Oc1ccc(/C=N/Nc2ccc(C(F)(F)F)cn2)cc1O | 75%
Cc1cc(N2CCN(C)CC2)nc2ccc(NC(=O)c3cccnc3Cl)cc12 | 1%

Reprinted at random: six records from the list
SMILES | HSF-1 GFP decrease
CNC(=O)NC(=S)NC(=O)c1ccccc1Cl | -10%
O=C1c2ccccc2C(O)N1c1ccccc1 (configuration not stated) | -1%
Nn1cnnc1N/N=C/c1ccc(Cl)c([N+](=O)[O-])c1 | 0%
CC(=O)C1C(=O)c2c(cccc2[N+](=O)[O-])C1=Nc1ccc(S(N)(=O)=O)cc1 (configuration not stated) | 2%
CC(=O)C1=C(O)C(=O)N(c2ccc(C)cc2)C1c1ccccn1 (configuration not stated) | -4%
CC(C)Sc1nc2sccc2c(=O)n1-c1ccccc1 | -1%

A stretch from the list above, for reference:
SMILES | HSF-1 GFP decrease
CCCCN(C(=O)COc1ccc(C)cc1OC)c1c(N)n(CCC)c(=O)[nH]c1=O | -7%
CCCN(CCC)S(=O)(=O)c1ccc(NC(=O)c2cc(C(=O)OC)cc([N+](=O)[O-])c2)cc1 | 8%
C=C(C)Cn1c(NCCC)nc2c1c(=O)n(C)c(=O)n2C | 5%
Cc1ccc(N(CC(=O)NC2CCCCC2)C(=O)CNC(=O)c2ccco2)c(C)c1 | -3%
CN1N=C2c3ccccc3CCC2C1c1ccc(C(F)(F)F)cc1 (configuration not stated) | 3%
Cc1ccc(S(=O)(=O)N2CCC(C(=O)NNC(=O)c3ccncc3)CC2)cc1 | 2%

Next part.
SMILES | HSF-1 GFP decrease
CC(=O)c1ccc(NC(=O)c2cnn3ccccc23)cc1 | 6%
CC(C)c1ccc(NC(=O)CNC(=O)Cn2cnc3ccccc3c2=O)cc1 | -7%
CCOC(=O)N1C(=O)[C@@](CC)(c2ccccc2)N1C(=O)OCC | u
Cc1cc(C(=O)COC(=O)c2ccccc2Br)c(C)n1CC1CCCO1 (configuration not stated) | 8%
CCC1=CC(c2ccccc2)n2ncnc2N1 (configuration not stated) | -2%
CN1CCN(C(=O)c2cc([N+](=O)[O-])cc([N+](=O)[O-])c2)CC1 | -6%
Cc1cc(NC(=O)c2ccc3nc(C)sc3c2)no1 | -7%
O=C(Nc1ccc(Cl)cc1)C1CCCN1C(=O)NCc1ccccc1 (configuration not stated) | 3%
COCCn1c(N)c(Sc2ccccc2[N+](=O)[O-])c(=O)[nH]c1=O | 4%
O=C(O)c1cc(S(=O)(=O)N(Cc2ccccc2)c2ccccc2Cl)ccc1Cl | -2%
CC1CCCN(C(=O)C2(NC(=O)Nc3cccc(F)c3)CCCCC2)C1 (configuration not stated) | 4%
COCCCNC(=O)c1cn(CC(C)C)c(=O)c2c1c1ccccc1n2C | -3%
CN(C)S(=O)(=O)c1ccc(C(=O)OCCCN=C2NS(=O)(=O)c3ccccc32)cc1 | 22%
CC(C)OC(=O)c1sc2nc(-c3ccccc3)ccc2c1N | -6%
CCN1CCN(Cc2ccc(NC(=O)c3cc(NC(=O)c4cncc(-c5ccc(C#N)cc5)c4)cc(OC)c3)cc2C(F)(F)F)CC1 | 1%
CCCCn1c(N)nc2ccccc21 | -2%
CCCCOc1ccc(N=Cc2ccc[nH]2)cc1 | -3%
CCN1CCN(CCCNc2ncnc3nc[nH]c23)CC1 | -2%
CCOc1ccc(CNCCCSc2ncccn2)cc1OC | -3%
COc1ccc(S(=O)(=O)NCC2CCCN(Cc3ccc(C)o3)C2)cc1 (configuration not stated) | -6%
O=C(Nc1nc(-c2cccs2)cs1)c1cccc(S(=O)(=O)N2CCCCCC2)c1 | 10%
Nn1c(SCC(=O)NC2CCCC2)nnc1-c1ccccc1F | -5%
CC1(C)CC(=O)C2=C(C1)N(c1ccc(F)cc1)C(=O)CC2c1ccccc1 (configuration not stated) | -2%
O=C(Nc1ccc(Cl)cn1)c1ccc2c(Cl)c3c(nc2c1)CCC3 | 4%
COc1ccccc1Oc1ccc2c(c1)C(=O)N(c1ccc(Br)c3cccnc13)C2=O | 20%
Nc1nc(Cl)nc2ccc(Br)cc12 | 0%
Cc1ccc(OCc2nnc(SC(C)C(=O)O)n2-c2ccccc2)cc1 (configuration not stated) | -7%
COC(=O)CCNC(=O)c1ccc2nc(Cc3ccc(OC)cc3)oc2c1 | 0%
O=C(Nc1cccnc1)c1coc(=O)c2ccccc12 | -6%
COc1ccc(OC)c(NC(=S)NCc2cccnc2)c1 | -3%

Part of the list above, as tab-separated lines.
canonical_smiles	HSF-1 GFP decrease
COc1ccccc1Oc1ccc2c(c1)C(=O)N(c1ccc(Br)c3cccnc13)C2=O	20%
Nc1nc(Cl)nc2ccc(Br)cc12	0%
Cc1ccc(OCc2nnc(SC(C)C(=O)O)n2-c2ccccc2)cc1 (configuration not stated)	-7%
COC(=O)CCNC(=O)c1ccc2nc(Cc3ccc(OC)cc3)oc2c1	0%

Remaining list, next part:
SMILES | HSF-1 GFP decrease
Cc1ccc(NC(=O)c2ccc(Nc3c([N+](=O)[O-])cc([N+](=O)[O-])cc3[N+](=O)[O-])cc2)cc1 | 7%
Cc1ccc2nc(-c3sc4nc(C)cc(C)c4c3N)[nH]c2c1 | -1%
Cc1cc(/C([O-])=C(/C(=S)Nc2ccccc2)[n+]2ccccc2)c(C)n1-c1ccccc1 | 6%
CC(=O)Oc1ccc(/C=N\NC(=O)c2cc3c(ccc4ccccc43)o2)cc1 | 2%
O=C1CC(c2nc3ccccc3[nH]2)CN1c1ccccc1F (configuration not stated) | 5%
COc1ccc2c(c1OC)C(=O)OC2Nc1ccc(S(=O)(=O)N=C(N)N)cc1 (configuration not stated) | -6%
Cc1ccc(/C=C/C(=O)OCC(=O)NCCN2C(=O)CSC2=O)o1 | -4%
O=C(Cc1ccccc1)Nc1nc2ccccc2s1 | -1%
COCCn1c(=O)[nH]c2cc(C(=O)NC3CCCCCC3)ccc2c1=O | -4%
CC1CCN(C2=NC(=O)/C(=C/c3ccccc3F)S2)CC1 | 1%
O=C(CSc1nnc(CCc2ccccc2)n1-c1ccc(Cl)cc1)c1ccccc1 | 21%
O=C1Nc2ccccc2/C1=C/C(=O)c1cccs1 | 32%

From PubChem BioAssay
